Assay outcomes deposited in PubChem BioAssay by The Scripps Research Institute Molecular Screening Center.
ADAM17 inh: inhibitors of human ADAM17. AID 720648. actives 0.83% (n = 370,000). P78536. inhibition, % at 6.95 µM. recombinant ADAM17, EDANS/DABCYL FRET peptide cleavage;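 active = inhibition above the mean of compounds lying between control limits plus 3 SD, set per campaign, cut at about 8.5% in these data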;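 also: 0% = DMSO-only wells as the low control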
Tn7 DDE FP: DD(E)-Tn7 binding inhibition, primary FP screen; P02675; FP displacement of FITC-Tn7 peptide from fibrin DD(E); 0% = median of compound wells per plate; inhibition, % at 8.3 µM; actives 0.13% (n = 370,000); AID 720508;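 active = inhibition above the mean of compounds falling within the control limits plus 3 SD of them, cut at about 14% in these data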;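 also: 0% = plate median of compound wells and 100% = 10 µM Aha-Tn7 peptide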
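Assay system: Human clot-derived fibrin DD(E) complex | Buffer or medium: Tris/NaCl/CaCl2 buffer, pH 7.8 | Repeats: One replicate per compound | Benchmarks: Aha-Tn7 high control | Measure: % inhibition scaled between sample-field median and high-control FP | Schedule: 10 min plus 3 h, room temperature | Signal: Fluorescence polarization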
KLK7 zymogen act: activators of human kallikrein-7 zymogen. P49862. purified proKLK7, EDANS-DABCYL substrate fluorescence; 100% is mature enzyme control, 0% vehicle. actives 0.9% (n = 370,000). activation, % at 7 µM;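 active = activation above the mean of all tested compounds plus 3 SD, computed per campaign excluding outliers beyond control limits, cut at about 13% in these data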
Target sequence (P49862 whole entry, looked up): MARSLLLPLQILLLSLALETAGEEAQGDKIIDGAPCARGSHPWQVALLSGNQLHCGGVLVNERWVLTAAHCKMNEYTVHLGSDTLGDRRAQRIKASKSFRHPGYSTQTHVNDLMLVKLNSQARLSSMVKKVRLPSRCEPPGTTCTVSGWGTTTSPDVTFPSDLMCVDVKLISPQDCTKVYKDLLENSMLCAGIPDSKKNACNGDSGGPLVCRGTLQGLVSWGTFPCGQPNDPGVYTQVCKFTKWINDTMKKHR
ADAM10 inh: ADAM10 inhibition, QFRET primary screen; recombinant ADAM10, EDANS/DABCYL FRET peptide cleavage, 3 h; inhibition, % at 7 µM; AID 720582; O14672; actives 0.62% (n = 370,000);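 active = inhibition above a per-campaign cutoff equal to the mean of compounds falling between control-based bounds plus 3 SD, cut at about 20% in these data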;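 also: 0% = DMSO wells while the 100% control is not disclosed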
ASAP1 inh: ASAP1 ArfGAP inhibition; Q9ULH1; ASAP1-stimulated ARF1 GTP hydrolysis, GDP FP detection; inhibition, % at 16.5 µM; actives 0.19% (n = 360,000); AID 624377; in the data active = inhibition above about 25%;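 also: 0% = vehicle with enzyme and substrate and 100% = no enzyme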
PLC-gamma1 inh: PLC-gamma1 (human) inhibition, primary screen. actives 0.84% (n = 370,000). purified PLC-gamma1, fluorogenic substrate, fluorescence. inhibition, % at 12.2 µM; in the data active = inhibition above about 9.5%
TDP2 absorb: TDP2 (human) inhibition, absorbance primary screen. inhibition, % at 12.8 µM. actives 0.34% (n = 370,000). recombinant TDP2, T5PNP hydrolysis, p-nitrophenol absorbance 415 nm. O95551;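 active = inhibition above the mean of all tested compounds plus 3 SD, set per campaign, cut at about 25% in these data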;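 also: 0% = DMSO with enzyme and 100% = buffer with substrate but no TDP2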
Target sequence (O95551 whole entry, looked up): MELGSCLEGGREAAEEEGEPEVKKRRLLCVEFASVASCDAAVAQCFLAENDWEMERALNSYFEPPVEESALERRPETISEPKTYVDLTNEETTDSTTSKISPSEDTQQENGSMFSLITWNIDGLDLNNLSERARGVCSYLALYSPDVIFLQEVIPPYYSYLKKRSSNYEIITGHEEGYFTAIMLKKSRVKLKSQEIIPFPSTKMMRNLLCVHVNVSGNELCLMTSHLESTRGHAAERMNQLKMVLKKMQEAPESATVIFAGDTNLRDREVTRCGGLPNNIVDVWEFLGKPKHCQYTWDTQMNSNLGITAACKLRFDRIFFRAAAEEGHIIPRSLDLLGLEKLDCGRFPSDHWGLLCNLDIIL
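Test system: human TDP2 enzyme; Input: 120 nM TDP2 per well; Buffer or medium: Mg2+-containing Tris-HCl buffer, pH 7.5; Reagent: 5 mM T5PNP; Dosing: 12.8 µM single point, 1% DMSO; Incubation: reaction 2 h, 37 °C; Detection: p-Nitrophenol epi absorbance; Read-out: % inhibition relative to enzyme-containing and enzyme-free wells; Replicates: single well per compound.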
LEDGF integ inh: blocks HIV-1 LEDGF/p75-dependent DNA integration. AID 743269. inhibition, % at 3.7 µM. TR-FRET IN-LEDGF/p75 DNA integration, Eu/Cy5. actives 0.64% (n = 370,000);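 active = inhibition above the screen-wide mean plus 3 SD, cut at about 13% in these data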;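 also: signal is the Cy5 over europium emission ratio at 671 and 618 nm; 0% = plate median of compound wells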
ARFGAP1 inh: inhibits rat ARF GTPase activating protein 1; actives 0.26% (n = 360,000); AID 651572; Arfgap1-stimulated ARF1 GTP hydrolysis, GDP FP detection; inhibition, % at 16.5 µM;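 active = inhibition above a per-plate limit, mean inhibition of low control wells plus 3 SD, cut at about 25% in these data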;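 also: 0% = DMSO wells with enzyme and 100% = wells lacking Arfgap1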
Target sequence (Q62848 1-136 limits assumed): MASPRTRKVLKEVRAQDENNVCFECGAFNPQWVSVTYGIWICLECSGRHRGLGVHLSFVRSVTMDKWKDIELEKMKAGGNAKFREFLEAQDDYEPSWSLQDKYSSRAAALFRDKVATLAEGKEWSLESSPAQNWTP
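Material: rat Arfgap1 GAP domain (His6, aa 1-136), purified enzyme. Also added: human ARF1(Δ1-17)-GTP substrate. Compound dosing: 16.5 µM single point, 1.26% DMSO. Timing: enzyme reaction 120 min at 25 °C after 20 min preincubation. Signal: GDP detection by fluorescence polarization. Read-out basis: percent inhibition of GAP-stimulated GDP formation, scaled between DMSO and no-Arfgap1 medians.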
DDE Tn6 FP inh: inhibitors of Tn6 peptide binding to human fibrin DD(E) | P02675 | actives 0.21% (n = 370,000) | inhibition, % at 8.3 µM | Fibrin DD(E) TRITC-Tn6 fluorescence polarization displacement;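 active = inhibition above a per-campaign cutoff: mean of compounds within control limits plus 3 SD, cut at about 15% in these data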;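 also: 0% = median of all compound wells on the plate and 100% = blocking peptide control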
Active calls of the source: *; i = inactive.

SMILES	ADAM17 inh	Tn7 DDE FP	KLK7 zymogen act	ADAM10 inh	ASAP1 inh	PLC-gamma1 inh	TDP2 absorb	LEDGF integ inh	ARFGAP1 inh	DDE Tn6 FP inh
COC(=O)C1=C(C)NC(=O)/C1=C\c1ccc2c(c1)OCO2	-1	3	0.4	2	-3	-5	-7	-3	15	6
O=C(NCc1ccccc1)C(c1ccc(F)cc1)N(C(=O)c1csnn1)C1CC1 (stereo unspecified)	-2	1	0.4	0	4	1	7	-2	-7	-3
COc1ccc(NC(=O)c2sc3nc(C)nc(N4CCOCC4)c3c2C)c(OC)c1	2	-2	-0.1	12	17	7	-3	1	16	3
NC(=O)CC(NC(=O)c1ccccc1)c1ccc(NCCc2ccc(F)cc2)c([N+](=O)[O-])c1 (stereo unspecified)	-2	-1	0.0	-3	10	4	-6	1	6	-3
O=C(Nc1ccc(F)cc1)C(c1cccc(F)c1)N1CCN(CC(=O)N2CCCC2)CC1 (stereo unspecified)	-5	2	-1.2	-7	2	1	8	-3	1	-4
Cc1ccc(S(=O)(=O)NCCC(=O)NCC(c2ccco2)N2CCCCC2)cc1C (stereo unspecified)	0	0	0.7	3	-8	4	18	4	-3	-3
Cc1cc(NC(=O)CCN2CCN(C/C=C/c3ccccc3)CC2)ccc1Br	3	5	0.3	7	4	3	-8	4	13	0
COc1cc(/C=N/NC(=O)[C@H](Cc2c[nH]c3ccccc23)NC(=O)OCC(C)C)cc([N+](=O)[O-])c1O	16*	-4	-0.2	32*	-2	14*	-16	1	-16	-3
O=C(CN1CCCC1)OCCCc1ccccc1	-1	3	-0.5	15	11	2	-2	3	5	1
C=Cn1cc[n+](CC(=O)c2ccc(Cl)c(Cl)c2)c1	0	7	-0.6	5	2	9	11	2	2	7
Cc1ccc(OCC(=O)OCC(=O)c2cccc([N+](=O)[O-])c2)cc1C	-7	8	0.4	1	-1	-1	11	-1	1	14
CCOC(=O)CNC(=O)Nc1nnc(-c2ccc(OCC)cc2)o1	-9	-4	-2.2	-36	-6	1	-1	4	3	-11
CCc1nnc(NS(=O)(=O)c2ccc(NCc3cc(Cl)cc(Cl)c3O)cc2)s1	-1	-2	0.0	8	1	-3	15	0	-3	-4
CCOC(=O)c1sc(NC(=O)c2ccccc2OCC)nc1C	-1	-1	-0.1	4	-1	2	9	5	13	-8
COc1ccc(N(C(=O)CCl)C(C(=O)NCCc2ccccc2)c2cccs2)cc1 (stereo unspecified)	1	-3	0.6	-7	14	0	-3	3	13	-7
Nc1ccccc1C(=O)NC1CCCCNC1=O (stereo unspecified)	-138	-1	0.1	-332	3	-74	-4	5	4	-6
COc1ccc(N2CC(C(=O)Nc3nccs3)CC2=O)cc1 (stereo unspecified)	-6	-3	-0.5	-4	5	0	-5	-2	5	-5
Cc1ccccc1CNC(=O)C1CCC(=O)N(C2CCCCCC2)C1 (stereo unspecified)	5	-8	0.5	5	2	6	-7	4	-12	0
CCCN(CCC)C(=O)c1cn(C)c2ccc(S(=O)(=O)N3CCCC3)cc2c1=O	-8	8	0.4	0	-15	0	1	-3	-1	-11
O=C(COC(=O)c1ccc([N+](=O)[O-])o1)Nc1ncc(Cl)cc1Cl	-6	2	0.6	-15	1	-16	-2	1	11	-1
COCCNC(=O)c1ccc(-n2c(SCc3ccncc3)nc3ccccc3c2=O)cc1	-6	4	-0.2	-10	10	3	-8	-1	0	1
COC(=O)[C@]12C[C@H](CC(=O)NCC3CCCCC3)C(=O)N(Cc3ccccc3)C1=C[C@H](C1CCCC1)O[C@@H]2C	4	-1	0.1	7	8	2	-1	2	15	8
N=c1c(C(=O)NCC2CCCO2)cc2c(=O)n3ccccc3nc2n1Cc1ccccc1 (stereo unspecified)	i	-2	118*	i	-8	i	-24	-8	4	-6
O=C(CSc1nnc(Nc2ccccc2)s1)NC1CCCC1	-5	0	-0.8	-14	16	0	12	-2	26*	-6
CC(CCc1ccccc1)NC(=O)CCCn1ncn2c(cc3occc32)c1=O (stereo unspecified)	-6	2	-0.1	-2	9	-4	3	0	-6	-4

With a hit mark in PLC-gamma1 inh, among the entries above:
SMILES	ADAM17 inh	Tn7 DDE FP	KLK7 zymogen act	ADAM10 inh	ASAP1 inh	PLC-gamma1 inh	TDP2 absorb	LEDGF integ inh	ARFGAP1 inh	DDE Tn6 FP inh
COc1cc(/C=N/NC(=O)[C@H](Cc2c[nH]c3ccccc23)NC(=O)OCC(C)C)cc([N+](=O)[O-])c1O	16*	-4	-0.2	32*	-2	14*	-16	1	-16	-3

Further records:
SMILES	ADAM17 inh	Tn7 DDE FP	KLK7 zymogen act	ADAM10 inh	ASAP1 inh	PLC-gamma1 inh	TDP2 absorb	LEDGF integ inh	ARFGAP1 inh	DDE Tn6 FP inh
COC(=O)c1cc(OC)ccc1-c1ccc(OC)cc1	-18	0	1.3	-44	-4	-91	5	0	-4	5
O=C(O)C1=C[C@H](c2ccc(Br)cc2)C[C@H](OCc2ccc(CO)cc2)O1	-3	5	-0.3	-5	-21	-1	2	9	6	5
O=C(CSc1nc(-c2ccccc2)c(-c2ccccc2)[nH]1)NCCN1C(=O)CSC1=O	-6	1	-2.2	-13	1	-20	3	-2	-6	-2
N#CC1=C(N)Nc2nc3ccccc3n2C1c1ccc(F)cc1 (stereo unspecified)	-7	-1	2.2	-19	-3	-36	-3	3	6	-6
CCCn1nc2cc(C(=O)NCCc3ccc(C)cc3)ccc2c1OCC	-195	-3	-20	i	12	-338	12	0	-4	-2
CCOC(=O)c1ccc(NC(=O)c2nc[nH]c2C(=O)N[C@H](C)c2ccccc2)cc1	0	5	-2.2	-2	12	0	-9	1	8	-14
CCN1CCSc2ccc(C(=O)NCc3ccccc3Br)cc21	-383	-4	-25	i	11	i	5	1	2	-6
O=C(NNC(=O)C1CCN(Cc2ccccc2)CC1)c1cccs1	-5	4	-0.1	-3	7	-1	0	-5	11	2
COc1ccc(OC(=O)c2ccc(Cl)cc2)c(C(C)=O)c1	3	-4	0.2	5	0	0	-16	5	5	-2
Cc1cccc(N2CCN(C(=S)NCc3ccco3)CC2)c1C	2	-2	0.1	3	1	7	-2	4	-1	-7
CN(C)Cc1c(O)c(Cl)cc2c3c(c(=O)oc12)CCCC3	i	1	47*	i	-3	i	4	4	-1	0
CC(=O)N(Cc1ccc(F)cc1)C1=C(NCCc2ccccc2)C(=O)c2ccccc2C1=O	8	0	0.1	18	-2	5	8	23*	0	4
O=S1(=O)N=C(N/N=C/c2ccc(Br)o2)c2ccccc21	4	-11	0.2	7	14	-3	-12	-1	6	1
C=C(C)CSc1nnc2n(Cc3ccccc3)c(=O)c3c4c(sc3n12)CCC4	3	-2	0.4	11	5	6	-6	0	7	-3
COc1ccc(CC(=O)Nc2cc(F)ccc2F)cc1S(=O)(=O)N1CCOCC1	-5	-2	0.2	-2	3	-1	3	-3	2	0
COc1cc(CC(=O)NCc2cccs2)cc(OC)c1OC	-1	-1	-0.3	-5	-15	0	-4	0	2	0
CCc1ccc(C(=O)OCC(=O)N(CC)c2c(N)n(Cc3ccccc3)c(=O)[nH]c2=O)cc1	-2	-2	0.6	-10	4	0	-1	2	-4	-3
COC/C=C/C1=CC2=CC(=O)C(C)(OC(=O)c3cnc4ccccc4n3)C(=O)C2=CN1Cc1ccccc1 (stereo unspecified)	-2	1	0.9	-4	-11	-12	5	15*	-9	12
CCOc1ccc(NC(=O)CC2C(=O)N(c3ccc(OC)cc3)C(=O)N2CCc2cccs2)cc1 (stereo unspecified)	5	4	1.6	5	-10	0	-1	2	-3	8
COc1ccc(CCNC(=O)CN(CCc2ccccc2)S(C)(=O)=O)cc1	-2	-1	0.2	-6	6	2	-5	-7	-5	0
CSCC[C@H](NC(=O)c1ccc(OCC2CCCO2)cc1)c1nc2ccccc2[nH]1 (stereo partly specified)	-4	3	0.7	-11	6	-5	8	-3	9	0
COc1cccc(CC2(CO)CCCN(Cc3ccc(OC)c(C)c3OC)C2)c1 (stereo unspecified)	-6	-2	0.1	-6	-11	-2	-2	-2	-2	0
COCCNC(=O)C1(C)CCN(C(=O)c2nc(C)oc2C)C1 (stereo unspecified)	2	3	-0.7	5	9	9	-2	4	4	1
OCCNCCO	2	1	-0.5	0	8	3	8	1	11	1
CCOC(=O)c1c(NC(=O)c2cccnc2)sc(C)c1C	-2	3	0.3	-3	-4	-13	3	1	3	1

Three compounds from above, limited to PLC-gamma1 inh and LEDGF integ inh:
mol | PLC-gamma1 inh | LEDGF integ inh
CN(C)Cc1c(O)c(Cl)cc2c3c(c(=O)oc12)CCCC3 | i | 4
CC(=O)N(Cc1ccc(F)cc1)C1=C(NCCc2ccccc2)C(=O)c2ccccc2C1=O | 5 | 23*
O=S1(=O)N=C(N/N=C/c2ccc(Br)o2)c2ccccc21 | -3 | -1

Three entries out of the list above, arranged by their value in TDP2 absorb, smallest number first.
SMILES	ADAM17 inh	Tn7 DDE FP	KLK7 zymogen act	ADAM10 inh	ASAP1 inh	PLC-gamma1 inh	TDP2 absorb	LEDGF integ inh	ARFGAP1 inh	DDE Tn6 FP inh
O=S1(=O)N=C(N/N=C/c2ccc(Br)o2)c2ccccc21	4	-11	0.2	7	14	-3	-12	-1	6	1
N#CC1=C(N)Nc2nc3ccccc3n2C1c1ccc(F)cc1 (stereo unspecified)	-7	-1	2.2	-19	-3	-36	-3	3	6	-6
OCCNCCO	2	1	-0.5	0	8	3	8	1	11	1
